TDP1 cell noCPT: qHTS for Inhibitors of human tyrosyl-DNA phosphodiesterase 1 (TDP1): qHTS in cells in absence of CPT; AID 686978, 2013; DT40 Tdp1-/- hTDP1 cells, no CPT, ATP luminescence, 48 h; 420,000 tested, 15% active; Potency, µM (series often up to 46.2 µM), for the others: at the top dose activity change, negative = growth inhibition, usual class: inhibitors; further: nearly all actives have a fitted effect of over 55% in size
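No-CPT arm: Tdp1-/-;hTDP1 DT40 cells (400/well) plus compounds, incubated ≥48 hr at 37 °C. Readout CellTiter-Glo luminescence.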
TDP1 inh: TDP1 (human) enzyme inhibition. Q9NUW8. recombinant TDP1, AlphaScreen DNA substrate cleavage. Potency, µM (top dose mostly 130 µM), inactives show at the top dose activity change, negative = inhibition, most hits filed as inhibitors. 350,000 tested, 0.28% active. AID 485290; further: nearly all actives have a fitted effect of over 40% in size
Target sequence (Q9NUW8 whole entry, looked up): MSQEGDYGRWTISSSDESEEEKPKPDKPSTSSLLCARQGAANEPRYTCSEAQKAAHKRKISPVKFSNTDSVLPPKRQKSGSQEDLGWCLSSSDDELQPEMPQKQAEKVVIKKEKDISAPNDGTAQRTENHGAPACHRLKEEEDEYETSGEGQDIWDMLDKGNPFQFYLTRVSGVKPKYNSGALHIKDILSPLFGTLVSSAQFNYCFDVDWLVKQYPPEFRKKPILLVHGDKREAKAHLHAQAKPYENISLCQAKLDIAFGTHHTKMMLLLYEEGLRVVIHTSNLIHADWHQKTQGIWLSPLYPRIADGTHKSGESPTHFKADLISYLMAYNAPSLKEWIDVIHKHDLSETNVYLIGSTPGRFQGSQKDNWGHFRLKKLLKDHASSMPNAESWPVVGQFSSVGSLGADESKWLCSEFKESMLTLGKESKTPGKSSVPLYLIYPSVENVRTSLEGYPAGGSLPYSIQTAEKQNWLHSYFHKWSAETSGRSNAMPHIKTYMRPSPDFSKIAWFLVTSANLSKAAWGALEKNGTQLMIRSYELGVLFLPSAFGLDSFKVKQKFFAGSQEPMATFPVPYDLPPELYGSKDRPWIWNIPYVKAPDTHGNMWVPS
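Enzyme-compound mixtures sat 15 min at room temperature, followed by a 5 min reaction with 15 nM final substrate and 10 min with AlphaScreen beads. Recombinant human Tdp1 was used at 1 nM final.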
N370S GC mod: inhibits or activates N370S mutant glucocerebrosidase; P04062; N370S GC spleen homogenate, 4MU-glucoside fluorescence; Potency, µM (series often up to 59.4 µM), without a hit: top-dose activity change, negative = inhibition, hits mostly inhibitors; 330,000 tested, 0.092% active; AID 2101;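 further: 0% = full enzyme activity and -100% = no enzyme basal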
* = called active by the depositor; ? = inconclusive; nt = not tested or not shown; [ ] = dose if it differs, or a comment. The call rests on the fitted dose curve; in most records, active means well fitted curve in the direction sought with a large enough effect; inconclusive means small, poorly fitted or top-dose-only effect, or another doubt; inactive means no such curve, though single readings can be large; an effect the other way counts as inactive or inconclusive. Unless noted, on the % scale 0 is the no-effect control and ±100 the full control effect; potency means the concentration at half of the fitted maximal effect. The list is partial; rates above refer to the full screens.

Second line of a record – TDP1 cell noCPT	TDP1 inh	N370S GC mod
- COc1ccc2oc(=O)c(-c3csc(-c4ccc(Br)cc4)n3)cc2c1
→ -1%	4%	nt
- CCc1ccc(-c2nc(CSCC(=O)NCc3ccccc3OC)c(C)o2)cc1
→ 16µM*	6%	nt
- Cc1ccc(C)c(N2CCN(S(=O)(=O)c3cccc4cccnc34)CC2)c1
→ ?	-3%	28%
- O=C(Nc1cccnc1)c1sc(Nc2ccccc2)nc1-c1ccccc1
→ ?	-4%	-14%
- CCOC(=O)c1c(NC(=S)NC(=O)c2ccc(Cn3cc(Cl)cn3)o2)sc2c1CCC(C)C2 (stereo not drawn)
→ 8.2µM*	10%	5%
- O=C(NC1CCCN(Cc2ccc(Cl)cc2)C1)c1cnc2ccccn2c1=O (stereo not drawn)
→ 18µM*	5%[56.1 µM]	?
- O=C(O)C1CC=CCC1C(=O)Nc1ccccc1 (stereo not drawn)
→ -11%	22µM*	-17%
- COc1ccc2c(C)cc3nncn3c2c1
→ 7%	5%	-1%
- O=C(Nc1ccc(C(F)(F)F)cc1)N1CCN(c2ccnc3cc(Cl)ccc23)CC1
→ 16µM*	5%	-2%
- COC(=O)c1ccccc1NC(=O)Nc1cc(C(C)(C)C)on1
→ 5%	3%	?
- O=C(Nc1ccccc1)OCc1cn(-c2ccc(Cl)cc2)nn1
→ -27%	7%	-1%
- O=C(CSc1nncs1)NC(=O)NC1CCCC1
→ -16%	5%	-18%
- Cc1nc(C(=O)N2CCCC(C(=O)c3cccc(OC(C)C)c3)C2)cs1 (stereo not drawn)
→ 15µM*	3%	3%
- O=C(c1ccccc1)N1CCN(c2ccc([N+](=O)[O-])c(NCc3ccco3)c2)CC1
→ 16µM*	7%	nt
- CCN(c1ccccc1)S(=O)(=O)c1ccc2[nH]cc(C(=O)NC3CCCCC3)c(=O)c2c1
→ 15µM*	4%	nt
- CC1(c2cccc(Br)c2)NC(=O)N(CC(=O)NCC2CCCO2)C1=O (stereo not drawn)
→ -28%	1%	nt
- COc1ccccc1CNC(=O)c1cnc(SC)nc1C
→ 15µM*	0%	nt
- COc1ccc(N=C2SC(C(=O)Nc3ccc(OC)cc3)CC(=O)N2CCN2CCOCC2)cc1 (stereo not drawn)
→ -19%	4%	-20%
- COc1ccc(-c2nnc(SCc3cc(=O)c4cc(C)cc(C)c4[nH]3)n2C)cc1
→ 18µM*	8%	nt
- CCCCC/C=C\C\C=C/C=C/C=C/[C@@H](SCC(N)C(=O)O)[C@@H](O)CCCC(=O)O (stereo partly drawn)
→ nt	6%	-3%
- CC1(C)Cc2ccccc2-c2nnc(SCc3ccccc3)n21
→ ?	-5%	12%
- Cc1ccc(NC(=O)Cn2nnc(C(=O)NCc3ccco3)c2N)cc1
→ -5%	6%	-5%
- O=C(c1ccc2ccccc2c1)N1CCN(S(=O)(=O)/C=C/c2ccccc2)CC1
→ 26µM*	3%	-13%
- CC(=O)c1ccc(S(=O)(=O)Nc2ccc(C(=O)NC3CC3)cc2)cc1
→ -13%	-4%	-3%
- CN(C)c1cccc(C(=O)NNC(=O)NC2CCCCC2)c1
→ 6%	5%	2%
- CC1CCN(C(=O)CSc2nnc3c(n2)[nH]c2ccc(F)cc23)CC1
→ ?	nt	-4%
- COC(=O)/C=c1/s/c(=C(/C#N)C(=O)NCc2ccccc2)n(-c2ccccc2)c1=O
→ -3%	5%	3%
- c1ccc(Nc2nc(-c3cccs3)cs2)nc1
→ ?	9%[56.1 µM]	4%
- CCC(C)NCC(=O)Nc1cc(S(=O)(=O)N(CC)c2ccccc2)ccc1Cl (stereo not drawn)
→ 23µM*	3%	-1%
- O=C(CSc1nc2ccccc2o1)N1CCOCC1
→ 1%	5%	1%

Individual results from the entries so far.
Entry for COc1ccc(N=C2SC(C(=O)Nc3ccc(OC)cc3)CC(=O)N2CCN2CCOCC2)cc1 (stereo not drawn) in N370S GC mod: -20%
Entry for COC(=O)c1ccccc1NC(=O)Nc1cc(C(C)(C)C)on1 in TDP1 inh: 3%

More compounds follow:
Second line of a record – TDP1 cell noCPT	TDP1 inh	N370S GC mod
- CN(C)c1ncc2nc(-c3ccc(Cl)cc3)c(=O)n(C[C@H]3CCCO3)c2n1
→ 16%	nt	9%
- Cc1ccc(S(=O)(=O)N2CCOCC2)cc1NC(=O)COC(=O)c1cc(=O)[nH]c2ccccc12
→ -6%	1%	-4%
- N#CC(C(=O)Nc1ccccc1)=C1CCCCC1
→ -8%	-1%	-1%
- Cc1cc(C)c(C)c(S(=O)(=O)N2CCN(C(=O)c3ccncc3)CC2)c1C
→ 7%	0%	nt
- COCCn1c(SCC(=O)c2ccccc2)nc2cc(C(=O)NC3CCCC3)ccc2c1=O
→ -16%	0%	nt
- COC(=O)CCN(Cc1ccccc1)S(=O)(=O)c1ccccc1Br
→ ?	-1%[56.1 µM]	nt
- O=C(NCCCn1ccnc1)C1CC(c2cccc(Br)c2)=NO1 (stereo not drawn)
→ 3%	7%	-5%
- Cc1ccc(Cl)cc1NC(=O)CN1CCN(C(=O)C2CCCO2)CC1 (stereo not drawn)
→ 0%	2%	0%
- COc1cccc(NC(=O)c2nn(C)c3c2CS(=O)(=O)c2ccccc2-3)c1
→ 18%	4%	-4%
- CCOC(=O)[C@H]1[C@H]2COc3ccc(OC)cc3[C@@H]2N2C(=O)c3cc(OC)ccc3NC(=O)[C@@]12C
→ -23%	-3%	-18%
- Cc1ccc(NC(=O)c2nc[nH]c2C(=O)NCCCNC(=O)c2[nH]cnc2C(=O)Nc2ccc(C)cc2)cc1
→ ?	-6%	nt
- C#CCCCCCCCCC(=O)NCCCC
→ -3%	3%	1%
- COc1ccc(N(C(=O)c2cccnc2)S(=O)(=O)c2ccc3c(c2)n(C)c(=O)n3C)cc1
→ ?	4%	1%
- Cc1ccccc1NC(=O)NC1(C(=O)N2CCOCC2)CCCCC1
→ 25%	2%	1%
- Cc1[nH]c2ccccc2c1/C=N/NC(=S)NC(C)C
→ ?	8%	?
- CC(=O)c1ccc(N2CCN(CC(=O)N(CC(C)C)c3c(N)n(CC(C)C)c(=O)[nH]c3=O)CC2)cc1
→ -17%	2%	1%
- COc1ccc(-c2cc(C(F)(F)F)n3nc(C(=O)N4CCN5CCCC5C4)cc3n2)cc1OC (stereo not drawn)
→ ?	nt	-6%
- O=C(/C=C(O)/C=C/c1ccc(O)cc1)/C=C/c1ccc(O)cc1
→ ?	2%	nt
- COc1cc2c(C(=O)N3CCN(c4cccc(C)c4)C(C)C3)cn(CC(C)C)c(=O)c2cc1OC (stereo not drawn)
→ ?	0%	nt
- CCCC1=C(C(=O)OCC)C(c2ccc(F)cc2)n2ncnc2N1 (stereo not drawn)
→ ?	-1%	?
- CN(C)c1ccc(N=Nc2ccccc2C(=O)OCC(=O)N(C)c2ccccc2)cc1
→ ?	3%	8%
- Cc1cc(C)c2[nH]c(=O)c(CN(CC3CCCO3)S(=O)(=O)c3ccc4c(c3)OCCO4)cc2c1 (stereo not drawn)
→ 23µM*	5%	-1%
- Cn1c(-c2ccccc2O)cc2ccccc21
→ 18µM*	4%	-10%
- Cc1ccccc1-c1ccc(CN2CCN(C)C(CCO)C2)cc1 (stereo not drawn)
→ ?	nt	-25%
- COc1cc(NC(=O)CSc2nc3c(c(=O)[nH]2)CCCC3)cc(OC)c1OC
→ -19%	6%	6%
- Cc1nn(-c2ccccc2)c2c1N(CCCC(=O)NCc1ccc(OC(C)C)cc1)C(=O)CS2
→ 7.3µM*	5%	nt
- COC(=O)Nc1nnc(-c2ccco2)s1
→ -9%	-5%	6%
- O=C(CCc1ccccc1)NNC(=O)Cc1ccccc1
→ -8%	-5%	-22%
- O=C(O)c1ccc(COc2ccccc2/C=C2\NC(=O)N(Cc3ccccc3)C2=O)cc1
→ ?	5%	-17%
- CCS(=O)(=O)NCCCCc1ccccc1
→ -4%	7%	5%

(cont.)
Second line of a record – TDP1 cell noCPT	TDP1 inh	N370S GC mod
- CC(C)C(=O)N(c1ccc(F)cc1)C1C=CS(=O)(=O)C1 (stereo not drawn)
→ -14%	3%	-6%
- COc1ccc(NC(=O)Cn2c(=O)n(CC3CCCO3)c(=O)c3cc(OC)c(OC)cc32)c(OC)c1 (stereo not drawn)
→ -15%	nt	-1%
- Cc1cc(C(=O)Nc2cccnc2)no1
→ ?	-2%	6%
- COc1ccc(/C(O)=C2/C(=O)C(=O)N(c3ccccn3)C2c2ccc(C(C)C)cc2)cc1 (stereo not drawn)
→ ?	nt	-5%
- COc1ccc(/C(C)=N/NC(=O)c2ccccc2N)cc1
→ 0%	0%	3%
- CNc1nc(SC)nc(N2CCOCC2)n1
→ -9%	1%	1%
- Cc1cc(C)cc(NC(=O)Cc2ccc(NC3=NC4CS(=O)(=O)CC4S3)cc2)c1 (stereo not drawn)
→ 4%	nt	0%
- O=C(Nc1ncnc2sc3c(c12)CCCCC3)c1ccco1
→ -15%	7%	-21%
- C=CCc1c(C)nc2nc(SCC(=O)Nc3cccc(Cl)c3)nn2c1C
→ -92%	8%	nt
- Cc1ccc(Nc2ccc(N)cc2S(=O)(=O)O)cc1
→ -12%	5%	-1%
- O=C(O)CNC(=O)CCCn1nnc2ccccc2c1=O
→ 26%	3%	7%
- CCCn1c(=O)c2ccccc2n2c(SCCNCCO)nnc12
→ -3%	nt	-11%
- CCOc1cc(C)c(C(C)C)cc1S(=O)(=O)n1ccc(C)n1
→ ?	2%	4%
- c1ccc(-n2nnnc2NCCCN2CCOCC2)cc1
→ 7%	-7%	1%
- CC(C)(C)C(=O)Nc1ccc(C(=O)NNC(=O)Cc2ccccc2)cc1
→ -9%	3%	4%
- COc1ccc(C(=O)NCc2ccc(C(=O)NCC(OC)OC)cc2)cc1OC
→ 0%	-2%	2%
- C=Cc1ccc(Cn2c(C(=O)O)c(CNCc3ccccc3)c3ccc(C)cc32)cc1
→ 4.6µM*	8%	nt
- CN1CCN(C(=O)NCC23CC4CC(CC(C4)C2)C3)CC1
→ -4%	-6%	8%
- CN(Cc1ccccc1)c1ncnc(N)c1[N+](=O)[O-]
→ ?	1%	0%
- COc1ccc(NS(=O)(=O)CC23CCC(CC2=O)C3(C)C)cc1 (stereo not drawn)
→ -8%	6%	4%
- CC(C)CNC(=O)COC(=O)Cc1ccc(Cl)cc1
→ 5%	-2%	3%
- CCN(CCn1cccn1)Cc1c(C(=O)N2C[C@@H](C)O[C@@H](C)C2)nc2ccc(Cl)cn12
→ -21%	5%	4%
- CC1(C)C/C(=N\O)c2cc3c(nc2C1)CCCC3
→ ?	5%	3%
- COc1ccc(NC2CC(=O)N(CCc3ccccc3)C2=O)cc1 (stereo not drawn)
→ -30%	8%	-5%
- COc1cc(C2C(C(=O)c3ccc(C)o3)=C(O)C(=O)N2c2cc(C)on2)cc(OC)c1OC (stereo not drawn)
→ -1%	5%	9%
- O=C(Cc1ccccc1)n1nc(-c2ccco2)nc1SCc1ccccc1
→ ?	0%	8%
- COc1ccc(-c2csc(NC(=O)CSc3nc4ccccc4c(=O)[nH]3)n2)cc1
→ ?	79µM*	3%
- Cc1sc2ncnc(N3CCC(C(=O)Nc4ccc(Cl)c(Cl)c4)CC3)c2c1C
→ ?	0%	nt
- O=C(CN1C(=O)c2cccnc2Oc2ccc(Cl)cc21)N1CCCCCC1
→ 2%	6%	-6%
- COc1ccccc1CNC(=O)c1ccc2ccccc2n1
→ ?	-9%[0.0935 µM]	?

A different layout for 6 compounds above.
SMILES | TDP1 cell noCPT | TDP1 inh | N370S GC mod
O=C(O)CNC(=O)CCCn1nnc2ccccc2c1=O | 26% | 3% | 7%
CCCn1c(=O)c2ccccc2n2c(SCCNCCO)nnc12 | -3% | nt | -11%
CCOc1cc(C)c(C(C)C)cc1S(=O)(=O)n1ccc(C)n1 | ? | 2% | 4%
c1ccc(-n2nnnc2NCCCN2CCOCC2)cc1 | 7% | -7% | 1%
CC(C)(C)C(=O)Nc1ccc(C(=O)NNC(=O)Cc2ccccc2)cc1 | -9% | 3% | 4%
COc1ccc(C(=O)NCc2ccc(C(=O)NCC(OC)OC)cc2)cc1OC | 0% | -2% | 2%

Later entries
Second line of a record – TDP1 cell noCPT	TDP1 inh	N370S GC mod
- Cn1c(CC(=O)Nc2ccccc2F)nnc1SCC(=O)NC1=NCCS1
→ -20%	nt	-4%
- COc1ccc2[nH]c(=O)c(CN(C(=O)c3ccccn3)C3CCCCC3)cc2c1
→ ?	-2%	16%
- CCOC(=O)c1sc(NC(=O)c2ccc(Br)o2)cc1C
→ 16µM*	0%	7%
- CCOC(=O)CSc1nnc(CNc2cccc(Cl)c2)n1C
→ 1%	1%	2%
- O=C1/C(=C/c2ccccn2)SC(=S)N1CCc1ccccc1
→ ?	nt	3%
